Screening results from PubChem BioAssay.
HttQ103 aggreg = reduces HttQ103-GFP aggregates in PC12 cells; 1.1% of 220,000 active; PC12 HttQ103-GFP aggregates, Acumen cytometry, 40 h; AID 1688; Potency, µM (series often up to 46.1 µM), inactives show at the top dose activity change, negative = inhibition, most hits filed as inhibitors; further: potency means the concentration at half of the fitted maximal effect; on the % scale 0 is the no-effect control and ±100 the full control effect; nearly all actives have a fitted effect of over 60% in size
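Aggregates are detected as GFP objects 1–25 µm with signal 6 STDEV over background in lysates of induced PC12 cells. These carry Huntingtin exon 1 with 103 glutamines fused to GFP under an ecdysone promoter; compounds titrated.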
GAA inhib = alpha-glucosidase (human) inhibition; P10253; Potency, µM (series often up to 76.9 µM), without a hit: at the highest dose activity change, negative = inhibition, usual class: inhibitors; purified human GAA, 4-MU-alpha-glucoside fluorescence; 0.005% of 200,000 active; AID 1466;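 further: potency means the concentration at half of the fitted maximal effect; plate controls were uninhibited enzyme wells for no effect and no-enzyme background for full effect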
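Endpoint fluorogenic read: 20 min room-temperature reaction of 4 nM human alpha-glucosidase with 400 uM 4-methylumbelliferyl-alpha-D-pyranoside, pH 5.0, quenched with 1M NaOH/1M glycine pH 10. AC50 from Hill modeling.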
GAA spleen mod = inhibitors or activators of human alpha-glucosidase in spleen homogenate; P10253; human spleen homogenate, 4-MU-alpha-glucoside fluorescence; Potency, µM (highest dose often 79.9 µM), without a hit: at the top dose activity change, negative = inhibition, hits mostly inhibitors; 0.006% of 240,000 active; AID 2112;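 further: potency means the concentration at half of the fitted maximal effect; 0% = enzyme with vehicle and -100% = no enzyme basal signal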
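Compounds were titrated against alpha-glucosidase in spleen homogenate at pH 5.0, with 1 mM 4-methylumbelliferyl substrate for 40 min at 37 C. Reactions were quenched with pH 10 NaOH/glycine and fluorescence measured.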
LMNA splice mod = LMNA splicing modulation; 0.01% of 200,000 active; HeLa LMNA splicing GFP/RFP minigene ratio, 48 h; AID 1487; Potency, µM (series often up to 46.1 µM), for the others: top-dose ratio change, negative = inhibition, most hits filed as inhibitors; active means well fitted inhibition curve with a large enough effect in the signal ratio, with a control signal flat, not every such curve was filed as active; inconclusive means small, poorly fitted or top-dose-only effect, or effect the other way, or a change in a side signal; the % refers to the signal ratio; further: potency means the concentration at half of the fitted maximal effect; on the % scale 0 is the no-effect control and ±100 the full control effect
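Read-out is the ratio of GFP to DsRed2 object intensity, acquired by 488 nm laser-scanning cytometry on HeLa lamin A-EGFP minigene reporter cells. Compound incubation 48 hrs at 37 °C in Opti-MEM with 2% FBS; DMSO 0.5% final.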
CBFb RUNX1 block = inhibitors of human CBF-beta and RUNX1 interaction | Q01196+Q13951 | 230,000 tested, under 10 active | AlphaScreen CBFb-His/RUNX1-biotin binding, biochemical | Potency, µM (top dose mostly 59.8 µM), inactives show top-dose activity, negative = inhibition, usual class: inhibitors | AID 1477; further: % of control where 0% means no effect
Target sequence (Q01196 whole entry, looked up): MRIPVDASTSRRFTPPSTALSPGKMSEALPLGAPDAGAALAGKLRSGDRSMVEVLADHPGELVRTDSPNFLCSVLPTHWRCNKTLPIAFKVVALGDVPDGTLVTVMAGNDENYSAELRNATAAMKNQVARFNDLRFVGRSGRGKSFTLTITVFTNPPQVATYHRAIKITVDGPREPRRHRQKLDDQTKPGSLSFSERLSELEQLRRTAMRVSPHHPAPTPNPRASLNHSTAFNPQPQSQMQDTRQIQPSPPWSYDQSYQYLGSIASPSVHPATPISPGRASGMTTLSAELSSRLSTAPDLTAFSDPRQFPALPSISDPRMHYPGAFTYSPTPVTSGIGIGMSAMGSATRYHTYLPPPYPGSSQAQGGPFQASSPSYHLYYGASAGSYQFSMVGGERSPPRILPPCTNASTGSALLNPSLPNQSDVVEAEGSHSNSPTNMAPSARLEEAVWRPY
Target sequence (Q13951 whole entry, looked up): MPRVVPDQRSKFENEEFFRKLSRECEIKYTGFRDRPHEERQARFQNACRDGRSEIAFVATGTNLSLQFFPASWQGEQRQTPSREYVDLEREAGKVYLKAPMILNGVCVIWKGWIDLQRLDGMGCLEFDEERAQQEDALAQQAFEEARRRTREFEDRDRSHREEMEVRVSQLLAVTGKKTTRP
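Compounds were screened at multiple concentrations against a preformed CBF-beta(His)/RUNX1(biotin) complex (30 nM of each) for 15 min at room temperature, followed by 90 min with nickel and streptavidin beads and AlphaScreen reading.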
GAA glycogen = inhibitors or activators of human alpha-glucosidase glycogen cleavage; P10253; recombinant GAA, glycogen substrate, Amplex Red glucose oxidase fluorescence; Potency, µM (top dose mostly 76.4 µM), for inactives: at the top dose activity change, negative = inhibition, most hits filed as inhibitors; 0.38% of 300,000 active;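 further: potency means the concentration at half of the fitted maximal effect; 0% = full enzyme reaction and -100% = no-enzyme basal signal; the screen sought inhibitors and activators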
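Recombinant human enzyme (4 nM); glycogen substrate; 37 C, 40 min, pH 5.0. Readout: coupled glucose oxidase/Amplex Red fluorescence.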
HTT cytoprotect = protects HTT-Q103 PC12 cells, measured by ATP; 0.14% of 230,000 active; Potency, µM (top dose mostly 56.4 µM), inactives show cytoprotection (ATP increase), usual class: activators; PC12 HTT-Q103 induced, cytoprotection, ATP luminescence, 40 h;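 further: potency means the concentration at half of the fitted maximal effect; % of control where 0% means no effect; nearly all actives have a fitted effect of over 45% in size; toxic huntingtin expression switched on by the ecdysone agonist tebufenozide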
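Cells were plated at 1500 per well in phenol red-free DMEM with 5% equine and 5% calf serum. Tebufenozide (100 nM final) and compounds were added, then ATPlite reagent, and luminescence was read.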
* hit, by the source's call; ? = inconclusive; · = no result given; & = joins results of further samples; [ ] = another dose, or the depositor's remark. Unless noted, the call rests on the fitted dose curve; in most records, active means well fitted curve in the direction sought with a large enough effect; inconclusive means small, poorly fitted or top-dose-only effect, or another doubt; inactive means no such curve, though single readings can be large; an effect the other way counts as inactive or inconclusive.

Order of values – CBFb RUNX1 block	GAA inhib	HttQ103 aggreg	GAA glycogen	HTT cytoprotect	LMNA splice mod	GAA spleen mod
(1) O=[N+]([O-])c1cc(S(=O)(=O)C(F)(F)F)ccc1N1CCN(c2ccccc2)CC1
    ?	-1%	-3%	7%	12%[10 µM]	?	0%
(2) CCOc1ncccc1C(=O)OCC(=O)N(CC)c1ccccc1
    6%	-2%	4%	5%	-34%[inhibitor]	14%[9.22 µM]	-1%
(3) COc1cccc(/C=C2\Sc3ccc(C(=O)NCc4cccnc4)cc3N(C)C2=O)c1
    -5%	0%	?	-2%	-75%[inhibitor]	·	0%
(4) CC(C)n1c(SCc2cc(=O)[nH]c3ccccc23)nc2c1c(=O)n(C)c(=O)n2C
    4%	11%	-7%	-11%	-13%[10 µM]	1%	-8%
(5) CC(NCC1(N2CCOCC2)CCCCC1)C(=O)N1CCc2ccccc21 (stereo not drawn)
    1%	-4%	-19%	5%	19%[10 µM]	4%	-4%
(6) Cc1ccc(S(=O)(=O)NNC2=NS(=O)(=O)c3ccccc32)c(C)c1
    -1%	3%	-6%	?	-7%	·	3%
(7) COc1ccc(NC(=O)CN(C)S(=O)(=O)c2cccs2)cc1
    5%	0%	3%	18%	-24%	5%	-1%
(8) CC(=O)NC(=S)Nc1ccc2oc(-c3cc(F)c(F)cc3Cl)nc2c1
    6%	-5%	·	-9%	·	·	-1%
(9) CN(Cc1ccco1)c1nc(-c2ccoc2)nc2ccccc12
    ·	·	·	·	-32%[inhibitor]	?	3%
(10) COC(=O)c1cc(CC(=O)c2ccc(O)cc2O)c(C)o1
    -1%	2%	22%	0%	-22%	3%	-4%
(11) CCCN=CC1=C(O)CC(c2ccccc2)CC1=O (stereo not drawn)
    2%	-11%	7%	-3%	6%[1.9 µM]	-13%	0%
(12) CCC(C)(C(=O)NC1CCCC1)N(C(C)=O)c1ccc(C)cc1 (stereo not drawn)
    -1%	-2%	-11%	-12%	2%	-3%	-1%
(13) CSc1nc(Sc2ccccc2Cl)c2ccccc2n1
    ?	-2%	5%	-19%	13%[10 µM]	-29%	-7%
(14) CCn1nnc(NC(=O)C(C)Oc2ccc(Cl)cc2Cl)n1 (stereo not drawn)
    5%	3%	-18%	-10%	11%[10 µM]	1%	-3%
(15) CN(C)c1ccc(C(=C2C=CC(=[N+](C)C)C=C2)c2ccc(N(C)C)cc2)cc1
    ·	·	?	·	-98%&-63%[inhibitor]	·	-4%&-1%
(16) CCN(CC)S(=O)(=O)c1ccc(C(=O)NCc2cccs2)cc1
    6%	0%	4%	2%	-32%	4%	5%
(17) O=C(COC(=O)C(O)C(O)C(=O)OCC(=O)c1ccc(C(F)(F)F)cc1)c1ccc(C(F)(F)F)cc1 (stereo not drawn)
    5%	·	-11%[9.22 µM]	2%	20%[10 µM]	·	10%
(18) COc1cc([N+](=O)[O-])cc(/C=N/NC(=O)Cn2nccc2C)c1O
    ?	·	16%[9.22 µM]	2%	-5%[10 µM]	·	4%
(19) O=C(COC(=O)CC1CC2CCC1C2)Nc1cc([N+](=O)[O-])ccc1F (stereo not drawn)
    -6%	-5%	7%	3%	-16%	?	1%
(20) COc1ccc(CCNC(=O)CSc2nnc(-c3ccccc3)o2)cc1OC
    6%	-6%	3%	7%	-17%[10 µM]	11%	2%
(21) Cc1cccc(C(=O)Nc2ccc(O)cc2)c1
    9%	-6%	-4%	-25%	-7%	-6%	-13%
(22) COc1ccc(N2CCN(C(=O)c3cc(N4C(=O)C5C6CCC(C6)C5C4=O)ccc3Cl)CC2)cc1 (stereo not drawn)
    -3%	2%	-15%	3%	11%[10 µM]	?	-5%
(23) COC(=O)c1cc(-n2cccc2)ccc1N1CCOCC1
    -2%	-13%	-3%[9.22 µM]	8%	-3%[10 µM]	·	-2%
(24) CC(C)N1C(=O)CC(Nc2cccc3cccc(N)c23)C1=O (stereo not drawn)
    -18%	?	10%	?	-14%	?	·
(25) COc1ccccc1-n1c(CNC(=O)c2ccc(S(=O)(=O)N3CCOCC3)cc2)n[nH]c1=S
    1%	-11%	8%[9.22 µM]	-5%	-4%	7%	-12%
(26) Cc1ccc2oc(Nc3nc(-c4ccccc4)cc(=O)[nH]3)nc2c1
    18%	-3%	-23%	21%	·	?	-8%
(27) COC(=O)c1cc2occc2n1Cc1nc(-c2ccc(Cl)cc2)oc1C
    -2%[2.36 µM]	-3%	-15%	14%[76.3 µM]	·	1%	-8%
(28) COc1ccccc1NC(=O)COC(=O)c1cnccn1
    -5%	-2%	-2%	-7%	24%	-4%	-9%
(29) COC(C[C@H]1O[C@@H]1[C@H](O)COCc1ccccc1)OC
    6%	·	15%[9.22 µM]	3%	3%[10 µM]	·	4%
(30) COc1cccc(Cn2c(=O)cnc3cnc(Nc4ccccc4)nc32)c1
    ·	·	·	·	-42%[inhibitor]	?	7%
(31) CS(=O)(=O)NCCOc1ccc(S(=O)(=O)N2CCCc3ccccc32)cc1
    9%	-15%	-21%	4%	13%	2%	-2%
(32) Cc1oc(C(=O)O)cc1CSCc1ccoc1C(=O)O
    -1%	-1%	-9%	3%	-5%	0%	-9%
(33) O=C(CN1C(=O)COc2ccc(S(=O)(=O)N3CCOCC3)cc21)NCc1ccccn1
    8%	·	-6%[9.22 µM]	3%	8%[10 µM]	·	-3%
(34) COc1cc2ncnc(NCCCN3CCOCC3)c2cc1OC
    19%	·	-4%[9.22 µM]	5%	38%[10 µM]	·	5%
(35) CCNC(=O)N1CCOCC1
    3%	-3%	?	8%	6%	-7%	-23%
(36) O=C(CN1CCN(S(=O)(=O)c2ccc(F)cc2)CC1)Nc1ccc(Cl)c(C(F)(F)F)c1
    3%	1%	?	-13%	-36%	4%	-11%
(37) CCOC(=O)c1sc2nc(NC(=O)COc3ccccc3)sc2c1C
    0%	?	6%	7%	-25%	5%	0%
(38) CCOc1ccc(C2CC(c3ccc(CC)cc3)n3nc(N)nc3N2)cc1 (stereo not drawn)
    11%	-1%	1%	-4%	5%	-13%	0%
(39) O=C(CSc1nc2ccccc2n1Cc1ccccc1)N/N=C/c1ccccc1C(=O)O
    1%	·	9%[9.22 µM]	-11%	9%[10 µM]	·	-1%
(40) O=S(=O)(NC1CCCCC1Sc1ncccn1)c1ccc(Cl)cc1 (stereo not drawn)
    3%	-1%	0%	-1%	-30%[10 µM]	1%	-11%
(41) CCn1c(=O)c([N+](=O)[O-])c(N2CCN(Cc3ccc4c(c3)OCO4)CC2)c2ccccc21
    ?	·	30%[9.22 µM]	-1%	32%[10 µM]	·	-4%
(42) O=Cc1c(N2CCCCCC2)nc2ccccn2c1=O
    -3%	-8%	1%	-16%	-11%	-8%	6%
(43) CN(C)CCCNC(=O)c1cc(S(=O)(=O)N2CCOCC2)ccc1F
    2%	-6%	17%	1%	-18%	0%	-7%
(44) C/C(=N/NC(=O)c1ccoc1C)C12CC3CC(CC(C3)C1)C2
    5%	-12%	25%	-1%	11%	4%	5%
(45) COc1cccc(-c2noc(-c3cccs3)n2)c1
    17%	-3%	1%	1%	-25%	2%	2%
(46) COc1ccc(C(=O)/C(C#N)=N/Nc2ccccc2[N+](=O)[O-])cc1
    -14%	-5%	?	5%	-2%[10 µM]	?	-17%
(47) COc1ccc2c(Cl)c(C(=O)NCC3CCCO3)sc2c1Cl (stereo not drawn)
    9%	-4%	16%	4%	-7%[10 µM]	13%	1%
(48) CCN1CCN(CCCN(Cc2ccco2)C(=S)Nc2cc(Cl)ccc2C)CC1
    -8%	1%	8%	-4%	-1%	?	-20%
(49) Cc1nonc1OCCNc1ccc([N+](=O)[O-])cc1[N+](=O)[O-]
    -8%	-3%	24%	8%	3%[10 µM]	?	0%
(50) Cc1noc(/C=C/N(C)C)c1S(=O)(=O)N1CCCC(C(=O)NCc2ccc(F)cc2)C1 (stereo not drawn)
    0%	-1%	25%	19%	-33%	10%	-1%
(51) O=C(NCCCN1CCCC1)c1cc(Sc2ccc(F)cc2)nc2ccccc12
    -4%	-2%	11%	1%	-37%[inhibitor]	·	-8%
(52) N/C(Cc1ccc(Cl)cc1Cl)=N\OC(=O)c1ccccc1F
    22%	-5%	15%	-1%	·	·	6%
(53) O=C(Nc1cccc([N+](=O)[O-])c1)c1ccc(CN2CCOCC2)cc1
    6%	1%	0%	-5%	-1%[0.074 µM]	?	-2%
(54) O=C(/C=C/c1ccccc1)c1ccoc1
    21%	1%	12%	1%	-1%[10 µM]	-8%	-2%
(55) COc1ccc(S(=O)(=O)N2CCCCC2)cc1NS(=O)(=O)c1cc(Cl)ccc1Cl
    11%	-3%	-3%	-14%	·	?	14%
(56) COc1ccc(-c2cc(C(=O)Nc3cccc(S(=O)(=O)NCc4ccco4)c3)c3ccccc3n2)cc1OC
    6%	9%	15%	-15%	2%[10 µM]	?	2%
(57) COC(=O)C1=C(C)Nc2ncnn2C1c1ccc(OC(=O)c2ccccc2)cc1 (stereo not drawn)
    2%	-10%	2%	4%	-12%	?	3%
(58) Cc1ccc(C(C)C)c(OCc2nnc(SCC(=O)Nc3ncc(C)s3)n2C)c1
    8%	-4%	-5%	2%	-5%[10 µM]	-10%	-8%
(59) CCC(C)NCCOCCOc1ccc(C)cc1OC (stereo not drawn)
    3%	-2%	2%	7%	-19%[10 µM]	2%	-7%
(60) OCCCn1c(-c2ccccc2)csc1=Nc1ccccc1
    -27%	?	?	-6%	-43%[inhibitor]	-8%[46 µM]	4%

Next section, overlapping the part above by 3 compounds.
Order of values – CBFb RUNX1 block	GAA inhib	HttQ103 aggreg	GAA glycogen	HTT cytoprotect	LMNA splice mod	GAA spleen mod
(58) Cc1ccc(C(C)C)c(OCc2nnc(SCC(=O)Nc3ncc(C)s3)n2C)c1
    8%	-4%	-5%	2%	-5%[10 µM]	-10%	-8%
(59) CCC(C)NCCOCCOc1ccc(C)cc1OC (stereo not drawn)
    3%	-2%	2%	7%	-19%[10 µM]	2%	-7%
(60) OCCCn1c(-c2ccccc2)csc1=Nc1ccccc1
    -27%	?	?	-6%	-43%[inhibitor]	-8%[46 µM]	4%
(61) CCCCNC(=S)NNC(=O)c1ccoc1C
    1%	6%	-7%	?	-4%	4%	-1%
(62) CCn1nc(C(=O)OCC(=O)NC(C)C)c2ccccc2c1=O
    10%	-2%	-9%	5%	-2%	4%[46 µM]	-2%
(63) O=C(NCCC1=CCCCC1)C1CCN(S(=O)(=O)c2ccc(Br)s2)CC1
    4%	-7%	1%	5%	·	?	2%
(64) Cc1oc(-c2ccc(Cl)cc2)cc1-c1nn2c(-c3ccco3)nnc2s1
    ?	-4%	4%	2%	-3%	2%	-6%
